# Bioassay records from PubChem BioAssay.
# RSV CPE inhibition: RSV antiviral activity via CPE protection, HEp-2 cells, primary 10 µM value included (AID 2391); HEp-2 cells, RSV-induced CPE inhibition; higher % means a stronger effect; CPE inhibition, % at 10 µM, or IC50 in µM where a hit was titrated; hit rate 0.13% among 310,000; in the data active = a potency from the dose series; inconclusive = CPE inhibition mostly from about 23% at the one dose, without a potency; inactive = the rest, 99 in 100 with CPE inhibition below about 21%; note: strong numbers were not always called active
# Salmonella PhoP GFP: inhibitors of PhoP regulon expression, primary screen, Salmonella Typhimurium, GFP reporter (AID 1863); S. Typhimurium PhoP-regulated promoter GFP reporter, 4 h; higher % means a stronger effect; inhibition, % at 50 µM; hits with a dose series show IC50 in µM; hit rate 0.16% among 300,000;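 active = inhibition over 29.93%, a cutoff 3 SD above the screen mean, later confirmed by dose response; inconclusive = inhibition over 29.93% but no dose response follow-up; inactive = inhibition at most 29.93% or unconfirmed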;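 note: 0% = low Mg2+ inducing control and 100% = high Mg2+ repressing control; strong numbers were not always called active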
# TNAP activation fold: human TNAP enzyme activators, primary screen, biochemical, luminescent, no phosphate acceptor, uHTS (AID 1001). purified TNAP, luminescent activation assay, no phosphate acceptor; higher activation fold means a stronger effect. activation fold at 20 µM, or EC50 in µM where a hit was titrated. hit rate 0.03% among 200,000. Alkaline phosphatase, tissue-nonspecific isozyme (Homo sapiens); in the data active = activation fold from about 3, or a potency from the dose series; inactive = the rest, 99 in 100 with activation fold below about 1.6; note: many of its hits are not listed in these tables
# XIAP displacement: XIAP antagonists, biochemical, IAP family, fluorescence polarization (AID 1018) | XIAP BIR domain, fluorescence polarization peptide displacement; higher % means a stronger effect | hit rate 0.007% among 200,000 | one-dose displacement, % at 20 µM; IC50 in µM for titrated hits | E3 ubiquitin-protein ligase XIAP (Homo sapiens); in the data active = displacement above about 50%; note: a part of the inactive calls stands beside numbers as strong as those of hits
# WT yeast gro inh: growth inhibition of WT strain, primary screen, mitochondrial fusion inhibitor project, WT and mutant strains, chemical genetic. mitochondrial fusion phenotypic screen. inhibition, % at 10 µM. hit rate 2.1% among 190,000; in the data active = inhibition above about 58%; tested in S. cerevisiae
# PMI inhibitors: inhibitors of human PMI, primary screen, biochemical, fluorescence intensity, coupled assay (AID 1209); purified PMI enzyme, coupled fluorescence intensity; higher % means a stronger effect; one-dose inhibition, % at 20 µM; IC50 in µM for titrated hits; hit rate 0.42% among 190,000;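 note: plate controls were DMSO vehicle for no effect and wells lacking substrate for full effect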
# PMI inhibition: human PMI inhibitors, high substrate, primary screen, biochemical, fluorescence intensity, high mannose 6-phosphate (AID 1220) | recombinant PMI enzyme, coupled fluorescence intensity; higher % means a stronger effect | hit rate 0.66% among 190,000 | inhibition, % at 20 µM, or IC50 in µM where a hit was titrated | Mannose-6-phosphate isomerase (Homo sapiens)
# Myeloid diff 2: induction of myeloid progenitor differentiation, primary screen, cell-based, flow cytometry, MLPCN library | ER-HoxA9 myeloid progenitors, lysozyme-GFP differentiation | calls only at 10 µM | hit rate 1% among 360,000;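 active = normalized GFP-positive differentiation at or above the plate's own cutoff, the solvent-only control mean plus 3 SD; inconclusive = no clear call, values can overlap the other calls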;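 note: cells exposed to compound for four days before flow analysis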
# Siah-1 displacement: Siah-1 peptide-binding antagonists, primary screen, biochemical, fluorescence polarization, rhodamine-plectin, uHTS (AID 1817) | displacement, % at 20 µM, or IC50 in µM where a hit was titrated | Siah-1 / rhodamine-plectin peptide fluorescence polarization; higher % means a stronger effect | hit rate 0.02% among 290,000;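 active = displacement of at least 50% at 20 µM, with a fluorescence ratio check between 0.3 and a set limit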;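 note: plate controls were Siah plus tracer with DMSO for no effect and tracer alone without Siah for full effect; strong numbers were not always called active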
# WT yeast gro inh mutant strain: further read-out of WT yeast gro inh, marked with its call; inhibition, %; mitochondrial fusion phenotypic screen, mutant strain inhibition
# Myeloid diff 2 GFP+ MAC1+ %: recorded beside Myeloid diff 2, whose call it bears; GFP+ MAC1+ double positive, %; measured here: differentiation confirmed by MAC1 staining
# * marks the source's active call; other numbers are inactive results; i = inactive; ? = inconclusive; / = not tested or not shown; + = active, no number. Cut-off read from the data, not from the text of the source, unless noted: active = inhibition above about 50%; inactive = the rest.
compound,Salmonella PhoP GFP,Siah-1 displacement,TNAP activation fold,PMI inhibition,XIAP displacement,PMI inhibitors,Myeloid diff 2,WT yeast gro inh,Myeloid diff 2 GFP+ MAC1+ %,RSV CPE inhibition,WT yeast gro inh mutant strain
O=CN1Cc2ccccc2-c2ccccc2C1,-3.7%,1.9%,/,/,/,/,i,/,0.8,1.1%,/
CC(=O)/C(=C/Nc1ccc(Oc2ccccc2)cc1)c1ccccc1,-9.8%,-0.4%,1.1,9.7%,-5.9%,10.0%,i,60.6*,1.0,4.8%,33.9*
CCCC(=O)N1c2ccccc2C(N(C(C)=O)c2ccccc2)CC1C (stereo unspecified),-7.1%,2.9%,1.1,-0.2%,1.2%,2.3%,i,-0.6,1.8,-2.1%,4.8
CCOC(=O)CCS(=O)(=O)c1ccc(-c2ccc(S(=O)(=O)CCC(=O)OCC)cc2)cc1,9.0%,0.7%,1.1,-6.5%,2.1%,-11.5%,i,-2.4,3.7,-0.5%,9.8
N=C(N)SCc1cccc2ccccc12,1.7%,1.8%,0.7,-4.4%,0.4%,1.1%,i,41.0,0.8,4.1%,10.9
O=C(Cn1cnc2c(nnn2-c2ccc(F)cc2)c1=O)N1CCCc2ccccc21,-2.4%,2.8%,1,7.7%,-22.5%,6.5%,i,2.2,3.7,1.4%,-4.1
CCOC(=O)N1CCN(C2CC(=O)N(c3ccc(Cl)c(Cl)c3)C2=O)CC1 (stereo unspecified),2.8%,4.2%,1,16.1%,-4.0%,13.1%,i,-21.4,0.2,3.5%,8.6
CCCn1c(=O)c(C(=O)Nc2ncccc2C)c(O)c2ccccc21,-2.7%,-3.2%,1,-9.1%,0.4%,10.8%,i,48.8,0.3,-2.6%,61.4
CN(C)S(=O)(=O)c1ccc(N2CCCC2)c(C(=O)Nc2ccccc2OC(F)F)c1,1.7%,-3.0%,1.1,2.1%,-12.8%,-9.9%,i,12.7,0.3,0.8%,-4.9
CCOC(=O)c1[nH]c2ccc(OC)cc2c1NC(=S)N1CCN(c2cccc(C)c2C)CC1,9.1%,-3.0%,1,20.5%,-1.8%,23.5%,i,19.6,0.7,3.2%,-13.9
CCOc1ccccc1NC(=O)Nc1ccc(CC#N)cc1,-9.4%,10.6%,/,/,/,/,i,/,0.7,40.2%,/
O=C(NC1CCN(Cc2ccc(Cl)c(Cl)c2)CC1)c1ccccc1,-1.1%,-4.3%,/,/,/,/,i,/,0.9,1.6%,/
COc1ccc(-c2nc(-c3ccc4c(c3)OCO4)[nH]c2-c2ccc(OC)cc2)cc1,27.0%,-7.0%,1.1,21.3%,-8.0%,24.8%,i,57.1,1.3,18.2%,7.7
COc1ccc(NC(=O)CS(=O)(=O)c2cccc(Cl)c2)cc1,10.1%,-4.3%,/,/,/,/,i,/,0.3,-0.1%,/
O=C(C(=O)N1CCOCC1)c1cn(CC(=O)N2CCCCC2)c2ccccc12,-3.8%,-1.8%,/,/,/,/,i,/,0.8,2.0%,/
O=C(CSc1nnc2ccccn12)N1CCc2ccccc2C1,15.2%,-3.7%,1,-2.6%,-3.5%,-7.4%,i,1.8,0.9,1.9%,-6.3
O=C(c1ccccc1F)N(Cc1cccs1)C1CCS(=O)(=O)C1 (stereo unspecified),-2.6%,-0.6%,/,/,/,/,i,/,1.1,-0.1%,/
CC(Oc1ccccc1)C(=O)Nc1c2c(nn1-c1ccccc1)CS(=O)(=O)C2 (stereo unspecified),1.9%,2.8%,/,/,/,/,i,/,3.7,1.1%,/
O=C(Cn1cnc([N+](=O)[O-])n1)NCc1ccccc1,9.6%,0.5%,1.1,11.0%,0.3%,7.1%,i,-12.7,1.2,-0.7%,-5.9
CCC1=C(OC(=O)N(CC)CC)N2C(=O)OC(=NCc3ccccc3)[C@]2(C)[C@H]2C1=CC[C@H]1C(=O)N(CC(=O)OC)C(=O)[C@H]12,-7.6%,-1.7%,/,/,/,/,i,/,1.2,0.1%,/
CCOC(=O)c1ccc(NC(=O)c2cc(C)nn2-c2ccccc2)cc1,-1.5%,12.5%,/,/,/,/,i,/,0.5,0.9%,/
CCCSc1nc(O)c(C2OC(=O)c3c2ccc(OC)c3OC)c(=O)n1C (stereo unspecified),-15.2%,1.2%,1.1,-9.5%,-3.5%,0.3%,i,-4.4,0.6,-0.4%,-2.1
CN(C)NC(=O)C12CCC(C)(C(=O)O1)C2(C)C (stereo unspecified),9.9%,0.4%,1,6.9%,-3.8%,1.9%,i,7.9,0.2,0.4%,-0.9
CC(C)CNC(=O)NC(=O)COc1ncnc2sccc12,2.2%,3.9%,0.9,-6.4%,-1.4%,-12.0%,+,3.8,17.4*,2.4%,-4.4
CN1CCN(CC(C)(C)NS(=O)(=O)c2ccc(Cl)cc2)CC1,10.7%,0.4%,1.1,3.4%,0.3%,1.1%,i,-1.6,5.2,-2.8%,-3.1
COc1ccc(C2Nc3ccccc3C(=O)N2O)cc1OC (stereo unspecified),-1.3%,-5.1%,1.1,-19.3%,-0.1%,-22.6%,i,21.7,0.9,1.0%,6.0
COc1cc(C2NC(=O)NC(C)=C2C(=O)OC2CCCCC2)cc(Br)c1O (stereo unspecified),/,5.8%,1.1,8.2%,-5.7%,-1.1%,i,12.7,0.7,2.8%,-4.9
CCCCCn1c(CCC(=O)Oc2ccccc2OC)nc2c1c(=O)[nH]c(=O)n2CCCC,-14.7%,-1.5%,1.1,-0.1%,-2.5%,5.2%,i,1.7,0.4,0.9%,15.5
CCCn1nnnc1NCc1ccc(N2CCCC2)cc1,0.8%,-0.6%,1.1,9.0%,-9.0%,0.6%,i,-8.6,1.0,0.2%,-8.3
CCOC(=O)N(C)c1ccc(C(O)(C(F)(F)F)C(F)(F)F)cc1,0.9%,-3.4%,1.1,10.3%,-0.5%,13.6%,i,21.5,0.3,15.8%,-3.0
Nc1cccc(Nc2nc(OC(C(F)(F)F)C(F)(F)F)nc(OC(C(F)(F)F)C(F)(F)F)n2)c1,9.5%,3.2%,1,17.7%,-1.8%,21.8%,i,-1.3,0.6,7.3%,4.4
N#Cc1nc(Cl)c(Cl)c(NN)c1Cl,-9.3%,-1.1%,/,/,/,/,i,/,0.3,1.9%,/
CCOC(=O)N=S(N)(=O)c1ccc(Cl)cc1 (stereo unspecified),1.3%,-1.5%,1,4.6%,-4.6%,10.2%,i,/,0.4,0.4%,/
COc1ccc(Cn2c(=O)oc3ccccc32)cc1F,-6.2%,2.1%,/,/,/,/,i,/,0.4,2.1%,/
O=C(CN1CCN(Cc2ccc(Cl)cc2)CC1)N/N=C/C=C/c1ccccc1[N+](=O)[O-],11.3%,1.4%,0.9,3.9%,-3.9%,1.9%,i,30.2,0.8,16.3%,18.1
CC(C)(C)NC(=O)CN(CC1CCCO1)C(=O)CNS(=O)(=O)c1ccc(F)cc1 (stereo unspecified),3.0%,-2.3%,/,/,/,/,i,/,0.3,0.1%,/
COc1ccc(S(=O)(=O)N(C(=O)c2ccncc2)c2ccc3oc4c(c3c2)CCCC4)cc1,18.2%,-1.1%,1,1.8%,0.8%,11.2%,i,22.3,0.5,7.2%,-8.0
CCOC(=O)C1CCN(c2c(C(=O)c3ccccc3)cnc3ccc(Cl)cc23)CC1,6.1%,-0.5%,1.1,-1.3%,-1.3%,-16.6%,i,75.2*,2.8,-0.1%,75.1*
COc1ccc(/C=N/NC(=O)c2cc(C(C)(C)C)[nH]n2)cc1COc1ccc(F)cc1F,3.5%,0.7%,1.5,-1.8%,-2.0%,1.8%,i,-0.2,0.2,?,-2.7
O=C(C1CCCN(S(=O)(=O)c2ccc([N+](=O)[O-])cc2)C1)N1CCCCC1 (stereo unspecified),1.7%,9.2%,/,/,/,/,i,/,1.4,2.9%,/
COc1ccc(Cl)cc1C(=O)Nc1ccc(NC(C)=O)cc1,-7.8%,-13.8%,1.1,-1.1%,-5.4%,-8.4%,i,6.9,0.1,0.2%,2.3
CCOc1ccc(/C=N/NC(=O)CC(=O)Nc2ccc(Cl)c(Cl)c2)cc1,-10.3%,5.7%,1.2,-0.3%,-2.8%,12.7%,i,1.6,0.9,1.4%,-5.2
CCOC(=O)c1c(/N=C/c2ccc(C)cc2O)sc2c1CCN(C)C2,-8.7%,5.4%,/,/,/,/,i,/,0.4,-0.9%,/
CCc1nc(SCC(=O)c2cccc([N+](=O)[O-])c2)n[nH]1,1.5%,-3.7%,1,4.2%,-6.7%,-0.6%,i,-15.6,0.4,1.4%,-24.7
CCOC(=O)C1=C(O)C(=O)N(c2ccc(S(N)(=O)=O)cc2)C1c1ccc(Cl)cc1 (stereo unspecified),3.2%,-2.3%,0.8,4.8%,-3.1%,10.0%,i,-3.1,1.0,-0.1%,-10.0
CC1(C)Cc2ccccc2C(NNC(=O)c2cccnc2)=N1,1.6%,-1.8%,1,-8.7%,-5.4%,-15.2%,/,-1.5,/,-1.7%,-13.8
O=C(NNC(=O)[C@@H]1CCCC[C@@H]1C(=O)O)c1cccs1,5.6%,0.6%,1.1,-17.7%,-5.4%,-11.6%,i,4.5,0.3,0.0%,8.5
CCCCCNC(=O)c1ccc2c(=O)[nH]c3c(C(=O)NCC4CCCO4)sc(=S)n3c2c1 (stereo unspecified),8.1%,-4.7%,0.9,5.5%,-4.0%,10.4%,i,2.0,0.9,13.5%,7.7
CCCNC(=O)OCc1cccnc1Sc1ccc(C)cc1,1.1%,16.1%,1.1,2.3%,-2.7%,-1.7%,i,0.0,0.1,0.8%,-1.5

# Retrieved by compound from the entries so far (three):
compound,Salmonella PhoP GFP,Siah-1 displacement,TNAP activation fold,PMI inhibition,XIAP displacement,PMI inhibitors,Myeloid diff 2,WT yeast gro inh,Myeloid diff 2 GFP+ MAC1+ %,RSV CPE inhibition,WT yeast gro inh mutant strain
CC1(C)Cc2ccccc2C(NNC(=O)c2cccnc2)=N1,1.6%,-1.8%,1,-8.7%,-5.4%,-15.2%,/,-1.5,/,-1.7%,-13.8
CCOC(=O)C1=C(O)C(=O)N(c2ccc(S(N)(=O)=O)cc2)C1c1ccc(Cl)cc1 (stereo unspecified),3.2%,-2.3%,0.8,4.8%,-3.1%,10.0%,i,-3.1,1.0,-0.1%,-10.0
CCCNC(=O)OCc1cccnc1Sc1ccc(C)cc1,1.1%,16.1%,1.1,2.3%,-2.7%,-1.7%,i,0.0,0.1,0.8%,-1.5
